MrgX1 agonist: agonists of human MrgX1 receptor, primary screen, HEK293 cells, Fluo-4 calcium flux; Mas-related G-protein coupled receptor member X1 (Homo sapiens), Q96LB2; 310,000 compounds, 0.44% hits; B-score at 10 µM; AID 588627, 2011; Fluo-4 calcium fluorescence, agonist mode; active compounds read high;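 active = calcium response B-score plate-corrected fluorescence ratio at least 3 library SD, with starting fluorescence B-score inside 5 SD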
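times = overnight plating, then 30 min 37 °C plus 30 min room-temperature dye loading | assay system = stable human MrgX1 HEK293 cell line | input = fifteen thousand cells per well | signal = kinetic calcium dye fluorescence, Fluo-4 NW | dosing = compound delivered in addition one of three | read-out = B-scored fluorescence response ratio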
TRPC6 act: mouse TRPC6 channel activators, primary screen, cell-based, HEK293, membrane potential dye; Short transient receptor potential channel 6 (Mus musculus), Q61143; HEK293-TRPC6 membrane potential dye fluorescence; active compounds read high; B-score at 10 µM; 310,000 compounds, 0.13% hits; AID 2550, 2010;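 active = B-score of the integrated fluorescence ratio above library mean plus 3 SD, and starting fluorescence ratio within library mean plus 5 SD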;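 also: higher score means more depolarization so channel activation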
TRPC4 potent: positive allosteric modulators of TRPC4, primary screen, cell-based, mouse TRPC4beta, HEK293 mu-opioid, Fluo-4 calcium; DAMGO EC20, Fluo-4 Ca2+ flux; active compounds read high; B-score at 10 µM; Short transient receptor potential channel 4 (Mus musculus), Q9QUQ5; 310,000 compounds, 0.42% hits;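 active = B-score of calcium response area above 5 SD of library B-scores, with initial fluorescence ratio within 5 SD of library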;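 also: B-score of integrated fluorescence ratio over time as area under calcium response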
Target sequence (Q9QUQ5 whole entry, looked up): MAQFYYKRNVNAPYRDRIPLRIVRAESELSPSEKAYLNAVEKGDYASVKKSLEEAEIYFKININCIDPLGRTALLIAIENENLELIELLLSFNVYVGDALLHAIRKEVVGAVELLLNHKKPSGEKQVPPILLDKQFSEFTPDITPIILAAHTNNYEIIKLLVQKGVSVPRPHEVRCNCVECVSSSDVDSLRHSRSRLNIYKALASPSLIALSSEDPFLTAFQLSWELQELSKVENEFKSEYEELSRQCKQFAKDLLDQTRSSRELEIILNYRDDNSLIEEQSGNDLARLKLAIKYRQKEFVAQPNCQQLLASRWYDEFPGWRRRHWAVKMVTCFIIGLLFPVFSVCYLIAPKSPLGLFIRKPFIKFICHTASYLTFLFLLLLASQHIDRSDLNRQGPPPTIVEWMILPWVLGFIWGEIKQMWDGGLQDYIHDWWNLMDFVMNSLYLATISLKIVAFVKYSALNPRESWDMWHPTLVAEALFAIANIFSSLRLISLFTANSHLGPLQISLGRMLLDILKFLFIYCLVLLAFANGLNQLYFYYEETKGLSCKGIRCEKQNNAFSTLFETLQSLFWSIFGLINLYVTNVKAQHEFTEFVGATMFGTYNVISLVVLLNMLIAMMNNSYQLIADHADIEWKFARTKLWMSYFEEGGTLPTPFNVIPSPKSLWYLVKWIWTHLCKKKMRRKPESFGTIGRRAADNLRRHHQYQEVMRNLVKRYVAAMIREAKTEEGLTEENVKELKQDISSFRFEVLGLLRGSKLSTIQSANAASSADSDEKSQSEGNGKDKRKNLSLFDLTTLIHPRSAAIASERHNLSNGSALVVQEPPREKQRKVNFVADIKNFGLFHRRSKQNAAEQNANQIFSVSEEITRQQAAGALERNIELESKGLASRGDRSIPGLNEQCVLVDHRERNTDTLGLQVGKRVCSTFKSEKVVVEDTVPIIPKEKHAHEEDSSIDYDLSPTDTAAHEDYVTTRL
TRPC4 agonist: activators of mouse TRPC4 channel, primary screen, Fluo4 calcium, HEK293 TRPC4beta/mu-opioid cells; Fluo4 calcium fluorescence; active compounds read high; B-score at 10 µM; 310,000 compounds, 0.49% hits; AID 2237, 2010;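 active = B-score above 5 SD of library B-scores, and initial fluorescence ratio not above library mean plus 5 SD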;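 also: positive B-score marks a calcium rise read as TRPC4 activation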
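Assay system: HEK293 stable line with TRPC4beta plus mu-opioid receptor. Times: dye 45 min RT, read 110 s. Measured by: kinetic Fluo4 calcium fluorescence. Measure: B score of integrated ratio. Controls: assay buffer as low control, maximal DAMGO as high control.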
HIF act: HIF pathway transcriptional activators, primary screen, cell-based, U2OS HRE-luciferase, luminescence. U2OS HRE-luciferase reporter; normalized: DMSO 0%, desferrioxamine 100%. activation, % at 7.5 µM (by protocol). 300,000 compounds, 0.32% hits;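 active = mean activation of at least 10% of the iron chelator positive control signal, with at least half of replicates also reaching 10%; inconclusive = mean and replicate majority disagree about reaching 10%; inactive = mean and most replicates under 10%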
TRPC6 inh: mouse TRPC6 channel inhibitors, primary screen, cell-based, HEK293, membrane potential dye. Short transient receptor potential channel 6 (Mus musculus), Q61143. ACh-evoked depolarization; active compounds read low. B-score at 10 µM. 310,000 compounds, 1.1% hits. AID 2553, 2010;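 active = B-score under library mean minus 3 SD, initial fluorescence not abnormally high, positive integrated signal ratio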;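 also: B-score derived from integrated fluorescence ratio over the kinetic read; more negative B-score means stronger inhibition of depolarization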
MrgX1 PAM: positive allosteric modulators of MrgX1, primary screen, HEK293 cells, Fluo-4 calcium flux | Mas-related G-protein coupled receptor member X1 (Homo sapiens), Q96LB2 | FDSS; active compounds read high | B-score at 10 µM | 310,000 compounds, 0.63% hits;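 active = plate-corrected calcium response at least 3 library SD above typical, normal starting fluorescence, not activating the receptor alone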;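 also: compound read alongside a low EC10 to EC30 dose of BAM8-22 agonist; peak minus trough fluorescence over baseline measured at the second addition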
TRPC4 inh: inhibitors of mouse TRPC4 channel, primary screen, Fluo4 calcium, HEK293 TRPC4beta/mu-opioid cells; DAMGO-evoked Fluo4 calcium flux; active compounds read low; AID 2247, 2010; 300,000 compounds, 0.39% hits; Short transient receptor potential channel 4 (Mus musculus), Q9QUQ5; B-score at 10 µM;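 active = B-score over 3 SD under the library average, no early fluorescence shift, positive overall ratio signal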
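Assay system: HEK293 cells with stable TRPC4beta plus mu-opioid receptor expression; Probe or stimulus: DAMGO in two steps, submaximal then maximal; Dosing: single-point compound dosing; Measured by: Fluo4 calcium-dye fluorescence, kinetic read; Read-out basis: B score from integrated Fluo4 fluorescence ratio.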
AI-2 QS mod: Vibrio harveyi AI-2 quorum sensing modulators, primary screen, JMH597 strain, luminescence/OD600 ratio; 300,000 compounds, 0.4% hits; Vibrio harveyi JMH597 AI-2 luminescence/OD600 ratio, 9 h; active compounds read low; strain lacks LuxN and CqsS sensors; 0 = neutral-control median; activity change, % at 7.5 µM; AID 2094, 2009; in the data active = activity change below about -75%, passing the limit was not always enough; inconclusive = no clear call, values can overlap the other calls;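 also: luminescence divided by OD600 gain over 9 h not by final OD600 alone; inactives centre near 13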
PolyA inh: polyadenylation inhibitors in yeast reporter cells, primary screen, luminescence, S. cerevisiae; S. cerevisiae SKY197-pL101 polyadenylation reporter, beta-gal luminescence; efflux-impaired pdr1/pdr3 knockout yeast; score 100 = 6 SD above DMSO; calls only at 12 µM; 300,000 compounds, 0.02% hits;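 active = lowest replicate activity score at least 50, where 100 means six control SD above control mean; inconclusive = lowest score under 50 but half or more replicates reach 50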;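 also: yeast exposed to compound for 9 h at 30 °C; higher score means more reporter readthrough which indicates perturbed polyadenylation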
MrgX1 antagonist: antagonists of human MrgX1 receptor, primary screen, HEK293 cells, Fluo-4 calcium flux; Mas-related G-protein coupled receptor member X1 (Homo sapiens), Q96LB2; BAM8-22 antagonism; active compounds read low; B-score at 10 µM; 310,000 compounds, 1.3% hits; AID 588676, 2011;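 active = calcium-response B-score plate-corrected more than 3 library SD below zero, starting fluorescence within 5 deviations, no agonist response on first addition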;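 also: peak minus trough fluorescence over baseline after final BAM8-22 challenge near maximal dose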
* hit, by the source's call; i = inactive; ? = inconclusive; . = not tested or not shown.

SMILES	MrgX1 agonist	TRPC6 act	TRPC4 potent	TRPC4 agonist	HIF act	TRPC6 inh	MrgX1 PAM	TRPC4 inh	AI-2 QS mod	PolyA inh	MrgX1 antagonist
O=C(O)c1cccc(NC(=S)NC(=O)c2ccc(-c3ccc(Cl)cc3)o2)c1	i	i	i	i	1.2	i	i	i	10	i	i
Cc1ccc(-n2c(SCC(=O)N3CC(=O)Nc4ccccc43)nc3ccccc3c2=O)cc1C	i	i	i	i	-0.4	i	i	i	25	i	i
CCN(CC1CCCO1)C(=O)c1cc(COc2cc(C)c(Cl)c(C)c2)on1 (stereo not given)	.	i	i	i	3.8	i	.	i	31	i	.
Cc1ccc(COc2ccc(/C=N/NC(=O)c3nnn(-c4nonc4N)c3COc3ccc(F)cc3)cc2)cc1	i	i	i	i	0.4	i	i	i	22	i	i
CC1CCCCN1CCCNc1ccc(C(CC(N)=O)NC(=O)Cc2ccc(Br)cc2)cc1[N+](=O)[O-] (stereo not given)	i	i	i	i	-1.0	i	i	i	8	i	i
CC1CN(S(=O)(=O)c2cccc(C(=O)N(CCc3ccccc3)Cc3ccccc3)c2)CC(C)O1 (stereo not given)	i	i	i	i	?	i	i	i	-1	i	i
COc1ccc(S(=O)(=O)n2cnc3cc(C)c(C)cc32)cc1	i	i	i	i	-0.6	i	i	i	1	i	i
CC(=O)Nc1ccc(N=Cc2c(O)c3ccccc3oc2=O)cc1	i	i	i	i	-24	i	i	i	2	i	i
O=C(CN1CCN(S(=O)(=O)c2ccc3ccccc3c2)CC1)N1CCc2ccccc2C1	i	i	i	i	0.1	i	i	i	19	i	i
CSCCC(NC(=O)c1ccccc1)C(=O)O (stereo not given)	i	i	i	i	-0.3	i	i	i	33	i	i
COc1ccc(C2C(O)C(c3c[nH]c4ccccc34)=NN2C(=O)CCl)cc1 (stereo not given)	i	i	21*	i	-5.5	i	i	i	-4	i	i
COc1ccc(S(=O)(=O)N(CC(=O)N2CCOCC2)c2ccc(F)cc2)cc1OC	i	i	i	i	-0.5	i	i	i	11	i	i
O=C1Cc2cccc3cccc1c23	i	i	i	i	0.6	i	i	i	5	i	i
CCCN(CC(=O)Nc1ccc(C(N)=O)cc1)CC(=O)Nc1cc(Cl)ccc1Cl	i	i	i	i	-0.1	i	i	i	17	i	i
CSc1nnc(-c2cc3c(s2)-c2ccccc2CC3)o1	i	.	.	.	3.3	.	i	.	23	i	i
Cc1ccc(NC(=O)CNCc2cccs2)c(Br)c1	i	i	i	i	1.7	i	i	i	-3	i	i
Cc1cc(OCC(=O)NCc2ccncc2)ccc1Cl	i	i	i	i	-0.2	i	i	i	14	i	i
O=C(NCCCc1ccccc1)c1ccncc1	i	i	i	i	0.2	i	i	i	17	i	i
CN1CCN(c2nc(-c3cccs3)cs2)CC1	i	i	i	i	0.0	i	i	i	30	i	i
CN(C(=O)c1cncc(Br)c1)C1C2CC3CC(C2)CC1C3 (stereo not given)	i	i	i	i	-25	i	i	i	30	i	i
CC(C)C1C(=O)CC(c2ccccc2)NC1c1ccccc1 (stereo not given)	i	i	i	i	-41	i	i	i	11	i	i
O=C(N/N=C/C(Br)=C\c1ccccc1)c1ccco1	i	i	i	i	?	i	i	i	30	i	i
O=C(Cn1c(=O)n(CCC(=O)N2CCc3ccccc3C2)c(=O)c2ccccc21)NCC1CCCO1 (stereo not given)	.	i	i	i	-0.4	i	.	i	33	i	.
COc1ccc(Nc2nnc(-c3ccc(O)cc3)c3ccccc23)cc1C(N)=O	i	i	i	i	0.6	i	i	i	39	i	i
COc1ccc(S(=O)(=O)N2CCOC2CNC(=O)C(=O)NCCCN(C)C)cc1C (stereo not given)	i	i	i	i	-0.3	i	i	i	4	i	i
SMILES	MrgX1 agonist	TRPC6 act	TRPC4 potent	TRPC4 agonist	HIF act	TRPC6 inh	MrgX1 PAM	TRPC4 inh	AI-2 QS mod	PolyA inh	MrgX1 antagonist
CCC1(C)Cc2c(sc3nc(SC)[nH]c(=S)c23)CO1 (stereo not given)	i	i	i	i	-0.6	i	i	i	3	i	i
O=C(NC1CCCCC1)C1c2ccccc2C(=O)N1Cc1ccco1 (stereo not given)	i	i	i	i	-0.5	i	i	i	18	i	-7.6*
COC(=O)c1ccc(NC(=O)CSc2nnc(C3CC3)n2C)cc1	i	i	i	i	-0.2	i	i	i	41	i	i
O=C(Nc1ccc(N2CCOCC2)cc1)NC1CCCCC1	i	i	i	i	0.7	i	i	i	11	i	i
O=C(c1cccc(OC(F)F)c1)N1CCN(c2ncccn2)CC1	i	i	i	i	-0.3	i	i	i	7	i	i
CCCC(=O)N1CCc2cc(OC)c(OC)cc2C1c1cc2cc3c(cc2[nH]c1=O)OCO3 (stereo not given)	i	i	i	i	-0.2	i	i	i	5	i	i
Cc1nn(Cc2ccccc2Cl)c2sc(C(=O)NCCCn3ccnc3)cc12	i	i	i	i	3.9	i	i	i	11	i	i
CCn1c(SCC(=O)c2cc(OC)ccc2OC)nnc1C1CC1	i	i	i	i	0.5	i	i	i	2	i	i
O=C(CSc1nc2ccccc2n1Cc1ccc(Cl)cc1)N/N=C/c1ccccc1C(=O)O	i	i	i	i	-0.5	i	i	i	72	i	i
Cc1cc(C)cc(NC(=O)N(C)Cc2ccccc2)c1	i	i	i	i	-0.1	i	i	i	-2	i	i
COC(=O)c1cc(Br)c(=O)n(CCN2CCCCC2)c1	i	i	i	i	-0.1	i	i	i	13	i	i
COC(=O)C1=C(C)N(C)C(=O)NC1c1cc(Cl)c(O)c(OC)c1 (stereo not given)	i	i	i	i	692*	i	i	i	18	i	i
Cc1cc(N/N=C\c2ccccc2)nc(-c2ccccc2O)n1	i	i	i	i	1.3	i	i	i	18	i	i
COc1ccc(C(=O)N/N=C\c2ccc(OC)c(COc3ccccc3Br)c2)c(OC)c1	i	i	i	i	1.1	i	i	i	11	i	i
Cc1nc2sc(C(c3ccc(F)cc3)N3CCOCC3)c(O)n2n1 (stereo not given)	i	i	i	i	-0.2	i	i	i	3	i	i
Cc1cc(C(=O)Nc2ccc(Br)cc2F)n(-c2ccccc2)n1	i	i	i	i	1.6	i	i	i	-1	i	i
Cc1ccc(C)c(C(=O)N(Cc2nc(-c3ccc(Cl)cc3)no2)C(C)C)c1	i	i	i	i	0.0	i	i	i	14	i	i
CC1c2cc3c(cc2CCN1C(=O)c1cccc(F)c1)OCCCO3 (stereo not given)	i	i	i	i	2.5	i	i	i	0	i	i
CC(=O)Nc1ccc(NC(=O)CSc2nnc(-c3cc4ccccc4o3)n2C)cc1	i	i	i	i	0.4	i	i	i	38	i	i
Cc1cc(OC(=O)c2ccc(Cl)cc2Cl)nc(C)n1	i	i	i	i	0.5	i	i	i	9	i	i
O=S(=O)(c1ccc(Cl)cc1)N1CCN=C1SCc1cccc(Cl)c1	i	i	i	i	-0.5	i	i	i	33	i	i
COCc1cc(N2CCN(c3ccccc3F)CC2)nc(-c2ccccc2)n1	i	i	i	i	-0.1	i	i	i	10	i	i
CC(Sc1nnnn1-c1ccccc1)C(=O)Nc1ccc(Cl)cn1 (stereo not given)	i	i	i	i	-1.3	i	i	i	31	i	i
Cc1ccc(NC(=O)Cn2cc(S(=O)(=O)c3ccc(C)cc3)c(=O)c3cc(F)ccc32)cc1	i	i	i	i	-0.3	i	i	i	10	i	i
Oc1ccc(Cl)cc1CNc1ccccn1	i	i	i	i	0.0	i	i	i	-26	i	i

Limited to MrgX1 agonist, MrgX1 PAM and HIF act (3 entries from above):
molecule	MrgX1 agonist	MrgX1 PAM	HIF act
COC(=O)c1cc(Br)c(=O)n(CCN2CCCCC2)c1	i	i	-0.1
COC(=O)C1=C(C)N(C)C(=O)NC1c1cc(Cl)c(O)c(OC)c1 (stereo not given)	i	i	692*
Cc1cc(N/N=C\c2ccccc2)nc(-c2ccccc2O)n1	i	i	1.3

Continuation.
SMILES	MrgX1 agonist	TRPC6 act	TRPC4 potent	TRPC4 agonist	HIF act	TRPC6 inh	MrgX1 PAM	TRPC4 inh	AI-2 QS mod	PolyA inh	MrgX1 antagonist
O=C(NN=c1c(=O)c2ccccc2c1=O)c1ccccc1	i	i	i	i	-0.5	i	i	i	47	i	i
CSc1ccccc1C(=O)NC1CCCCCC1	i	i	i	i	1.2	i	i	i	13	.	i
COc1ccc(C(=O)NNC(=S)NC(=O)c2ccc(Br)o2)cc1OC	53*	i	i	i	-0.2	i	i	i	32	i	i
C/C(=N/NC(=O)CNC(=O)Cc1ccccc1)c1ccc(Cl)cc1	i	i	i	i	-0.6	i	i	i	21	i	i
O=C(CNC(=O)Cc1ccccc1)N=Nc1c(O)[nH]c2ccccc12	i	i	i	i	-0.9	i	i	i	.	i	i
COc1cc(NC(=S)N2CCN(c3ccccn3)CC2)cc(OC)c1	i	i	i	i	0.0	i	i	i	21	i	i
COc1ccc2oc(C(=O)Nc3ccccn3)c(C)c2c1	i	i	i	i	0.2	i	i	i	28	i	i
O=C(Nc1ccc(Cl)c(Cl)c1)C1=Cc2ccccc2OC1	i	i	i	i	1.8	i	i	i	28	i	i
CCCSc1nc(-n2ncc(C#N)c2N)c2c3c(sc2n1)CCC(C)C3 (stereo not given)	i	i	i	i	-0.8	i	i	i	33	i	i
Cc1c(/C=N/NC(=O)c2cc(Br)ccc2O)c(=O)n(C)c(=O)n1C	i	i	i	i	-0.2	i	i	i	31	i	i

The list is partial (hit frequency here may not be typical).
